mIAP inh: mouse IAP inhibition; purified mouse IAP, CDP-Star luminescence, 30 min; inhibition, % at 10 µM; actives 0.2% (n = 330,000); AID 2806;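 active = inhibition of at least 40% at 10 µM in the primary screen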;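 note: plate controls were DMSO with enzyme for no effect and no enzyme wells for full effect; values of inactives mirror those of a sister screen read the other way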
A3A deaminase: inhibitors of human APOBEC3A DNA deaminase; P31941; recombinant A3A, FAM/TAMRA ssDNA deamination fluorescence; inhibition, % at 20 µM; actives 0.41% (n = 330,000);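 active = at least 40% inhibition at 20 µM here, with at most 30% in a related deaminase screen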;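 note: plate controls were A3A with DMSO for no effect and wells lacking A3A enzyme for full effect; some results filed as inactive read as strong as hits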
Target sequence (P31941 whole entry, looked up): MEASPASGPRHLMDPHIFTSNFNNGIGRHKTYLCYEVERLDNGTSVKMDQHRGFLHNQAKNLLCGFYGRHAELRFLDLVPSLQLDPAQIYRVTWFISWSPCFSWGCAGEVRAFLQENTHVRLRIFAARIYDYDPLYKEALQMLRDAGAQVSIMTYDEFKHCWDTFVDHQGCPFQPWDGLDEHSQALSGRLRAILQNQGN
NALP3 yeast inh: blocks the NALP3 inflammasome reconstituted in yeast | inhibition, % at 10 µM | actives 0.39% (n = 330,000) | Yeast reconstituted NLRP3/ASC/caspase-1, beta-gal luminescence, 24 h;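 active = inhibition of 50% or more; inactive = inhibition below 50%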;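 note: plate controls were induced DMSO wells for no effect and uninduced yeast grown without galactose for full effect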
mIAP act: mouse IAP activation. activation factor at 10 µM. AID 2805. actives 0.24% (n = 330,000). muIAP, CDP-Star luminescence, 30 min; hits give high values; 1 = vehicle-only enzyme signal, 0 = enzyme-free wells;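 active = activation factor of at least 2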; note: the source names both 10 and 20 µM as test concentration; values of inactives mirror those of a sister screen read the other way
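Assay system: mouse IAP enzyme; Reagent: CDP-Star chemiluminescent phosphatase substrate; Compound: DMSO-dissolved test compounds; Incubation: 30 min, room temperature; Technique: luminescence from enzymatic CDP-Star hydrolysis; Controls: DMSO-only wells and no-enzyme negative control.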
hIAP activ: increases human intestinal alkaline phosphatase activity. activation factor at 10 µM. actives 0.16% (n = 330,000). P09923. purified human IAP, CDP-Star luminescence, 30 min; hits give high values; 1 = vehicle-only enzyme, 0 = enzyme-free background;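 active = activation factor of the enzyme at least 2-fold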; note: the source names both 10 and 20 µM as test concentration; values of inactives mirror those of a sister screen read the other way
A3G deaminase: blocks human APOBEC3G single-stranded DNA deamination. inhibition, % at 20 µM. recombinant A3G, ssDNA deamination FAM/TAMRA fluorescence. actives 0.28% (n = 330,000). Q9HC16. AID 493012;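 active = inhibition of at least 40% at 20 µM, with no more than 30% in the related APOBEC3A deaminase screen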;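 note: plate controls were DMSO wells with A3G for no effect and wells lacking A3G enzyme for full effect; some compounds called inactive have numbers as strong as hits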
Target sequence (Q9HC16 whole entry, looked up): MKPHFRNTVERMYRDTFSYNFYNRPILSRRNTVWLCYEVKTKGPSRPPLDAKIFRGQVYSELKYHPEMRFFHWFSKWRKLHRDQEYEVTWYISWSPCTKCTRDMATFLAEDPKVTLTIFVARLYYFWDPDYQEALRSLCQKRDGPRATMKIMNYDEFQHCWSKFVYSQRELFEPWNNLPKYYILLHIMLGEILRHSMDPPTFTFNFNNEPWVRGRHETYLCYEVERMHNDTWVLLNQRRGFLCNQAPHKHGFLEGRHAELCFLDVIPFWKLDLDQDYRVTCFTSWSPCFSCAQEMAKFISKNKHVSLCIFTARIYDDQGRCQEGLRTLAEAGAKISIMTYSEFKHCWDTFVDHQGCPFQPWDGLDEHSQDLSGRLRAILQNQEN
hIAP inh: blocks human intestinal alkaline phosphatase. P09923. actives 0.12% (n = 330,000). purified IAP, CDP-Star luminescence, 30 min. inhibition, % at 10 µM;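 active = inhibition reaching a set limit with compound at 10 µM in the primary screen, cut at about 35% in these data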;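 note: plate controls were DMSO wells with enzyme for no effect and no-enzyme buffer wells for full effect; values of inactives mirror those of a sister screen read the other way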
SENP1 FRET inh: inhibitors of human SENP1 SUMO protease catalytic domain; Q9P0U3; recombinant SENP1 catalytic domain, CyPet-SUMO1-YPet FRET cleavage; inhibition, % at 10 µM; actives 0.21% (n = 360,000); AID 624204;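 active = inhibition at least 30% at 10 µM, raw YFP signal under a set limit, fluorescence ratio 0.5 to 1.5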;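 note: 0% = enzyme with DMSO and 100% = no enzyme wells; some results filed as inactive read as strong as hits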
Target sequence (Q9P0U3 419-644 limits assumed): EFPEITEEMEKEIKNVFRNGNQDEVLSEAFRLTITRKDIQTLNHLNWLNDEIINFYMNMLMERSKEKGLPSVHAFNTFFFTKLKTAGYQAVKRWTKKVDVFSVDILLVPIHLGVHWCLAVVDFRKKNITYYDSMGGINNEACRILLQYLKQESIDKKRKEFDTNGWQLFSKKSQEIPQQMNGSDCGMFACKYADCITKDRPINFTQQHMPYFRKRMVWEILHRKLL
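system = hSENP1 catalytic domain, recombinant | reagent = SFCypet-SUMO1-SFYpet substrate at 25 nM | doses = one dose per compound, 10 µM, 0.5% DMSO | incubation = enzyme reaction for 50 min at room temperature, dark | measured by = FRET, CFP and YFP emission | controls = no-enzyme low, enzyme-DMSO high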
MIN6 prolif: MIN6 beta-cell proliferation induction; actives 0.29% (n = 330,000); AID 2380; proliferation, % at 10 µM; MIN6 cells proliferation, ATPlite luminescence, 48 h; cells starved in 0.2% serum; 100% = growth in 10% serum;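 active = compounds whose signal lies at least 3.5 SD above the mean of all wells on their plate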;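 note: 0% = DMSO-treated cells in low-serum medium and 100% = 10% serum control; some compounds called inactive have numbers as strong as hits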
* = called active by the depositor; x = no result given.

molecule,mIAP inh,A3A deaminase,NALP3 yeast inh,mIAP act,hIAP activ,A3G deaminase,hIAP inh,SENP1 FRET inh,MIN6 prolif
FC(F)(F)Oc1ccc(NC2=NCCCS2)cc1,0,-1,9,1,1.1,-5,-10,3,-5
N#CC1=C(N)Oc2c(c(=O)oc3ccccc23)C1c1ccncc1 (centres undefined),-8,-4,1,1.1,1.1,0,-9,-1,-3
Oc1c(Br)cc(Br)cc1CN1CCN(Cc2ccccc2)CC1,14,0,14,0.86,0.91,-3,9,2,-1
O=c1c2ccccc2nc(-c2ccccc2)n1-c1ccccn1,0,-4,-2,1,0.99,-3,1,-2,-1
O=C(N/N=C/c1c(O)n(-c2cccc3ccccc23)c(=O)[nH]c1=O)c1ccncc1,16,2,11,0.84,1.4,0,-44,-58,0
C=CCn1c(O)c(C(C)=NCCN2CCN(C(=S)NC)CC2)c(=O)[nH]c1=O,9,0,4,0.91,0.98,-4,2,-1,-1
COC(=O)N(c1ccc(OC)cc1)P1(=S)OCCC(C)O1 (centres undefined),14,4,1,0.86,1,70*,-3,-1,-5
CCC(=NCc1ccco1)c1c(O)n(-c2ccc(OC)cc2)c(=O)[nH]c1=O,-18,-3,5,1.2,1,-5,0,4,0
CCCn1cc(CN2CCCC(C(=O)c3cccc(OC)c3)C2)c(C)n1 (centres undefined),7,0,10,0.93,1,-5,-1,-1,1
Cc1nc2c(C(=O)N3CCC4(CC3)OCCO4)cnn2c(C)c1Cc1cccc(Cl)c1,4,-3,14,0.96,1,-3,-4,2,-4
Cc1cc(C)cc(NC2=NCCCS2)c1,3,0,6,0.97,1,-3,-2,1,-2
COc1cccc(C2(C#N)CCN(C)CC2)c1,7,1,6,0.93,0.95,-3,5,0,-1
CC(=O)N1CCN(c2ccc(N=Cc3c(O)n(-c4ccc(Cl)cc4)c(=O)[nH]c3=O)cc2)CC1,12,-9,13,0.88,1.2,-6,-19,30,-1
Cn1c(=O)c2nncnc2n(C)c1=O,5,0,15,0.95,0.93,-3,8,15,0
CN(C)c1cc(N)c2c(n1)CCC2 (tested in a mixture with another compound),2,0,6,0.98,1,-3,-4,2,1

In the list so far, 10 contain nitrogen in an aromatic ring.
molecule,mIAP inh,A3A deaminase,NALP3 yeast inh,mIAP act,hIAP activ,A3G deaminase,hIAP inh,SENP1 FRET inh,MIN6 prolif
N#CC1=C(N)Oc2c(c(=O)oc3ccccc23)C1c1ccncc1 (centres undefined),-8,-4,1,1.1,1.1,0,-9,-1,-3
O=c1c2ccccc2nc(-c2ccccc2)n1-c1ccccn1,0,-4,-2,1,0.99,-3,1,-2,-1
O=C(N/N=C/c1c(O)n(-c2cccc3ccccc23)c(=O)[nH]c1=O)c1ccncc1,16,2,11,0.84,1.4,0,-44,-58,0
C=CCn1c(O)c(C(C)=NCCN2CCN(C(=S)NC)CC2)c(=O)[nH]c1=O,9,0,4,0.91,0.98,-4,2,-1,-1
CCC(=NCc1ccco1)c1c(O)n(-c2ccc(OC)cc2)c(=O)[nH]c1=O,-18,-3,5,1.2,1,-5,0,4,0
CCCn1cc(CN2CCCC(C(=O)c3cccc(OC)c3)C2)c(C)n1 (centres undefined),7,0,10,0.93,1,-5,-1,-1,1
Cc1nc2c(C(=O)N3CCC4(CC3)OCCO4)cnn2c(C)c1Cc1cccc(Cl)c1,4,-3,14,0.96,1,-3,-4,2,-4
CC(=O)N1CCN(c2ccc(N=Cc3c(O)n(-c4ccc(Cl)cc4)c(=O)[nH]c3=O)cc2)CC1,12,-9,13,0.88,1.2,-6,-19,30,-1
Cn1c(=O)c2nncnc2n(C)c1=O,5,0,15,0.95,0.93,-3,8,15,0
CN(C)c1cc(N)c2c(n1)CCC2 (tested in a mixture with another compound),2,0,6,0.98,1,-3,-4,2,1

(listing goes on)
molecule,mIAP inh,A3A deaminase,NALP3 yeast inh,mIAP act,hIAP activ,A3G deaminase,hIAP inh,SENP1 FRET inh,MIN6 prolif
C=C(COC(=O)CCC(=O)O)CC1CC(O)[C@]2(C)OC3CC4OC5C[C@]6(C)O[C@]7(C)CCC8OC9C[C@]%10(C)OC%11C(C)=CC(=O)OC%11CC%10OC9C[C@@H](C)C8OC7CC6O[C@]5(C)C/C=C\C4OC3CC2O1 (some centres undefined),-7,5,27,1.1,0.93,22,7,3,-2
CCCCNC(=O)Nc1ccc(C(O)(C(=O)OCC)C(F)(F)F)cc1 (centres undefined),-24,-2,0,1.2,0.97,-4,3,1,2
CCOC(=O)c1ccc(-[n+]2c(-c3ccccc3)cc(-c3ccccc3)cc2-c2ccccc2)cc1,0,2,15,1,1,-7,-3,x,-8
CCN1C(=O)NC(=O)/C(=C/c2cc(C)n(-c3sc(C)c(C)c3C#N)c2C)C1=O,10,-1,-9,0.9,0.95,-7,5,-7,-2
O=[N+]([O-])c1ccc(C[n+]2c(-c3ccccc3)cc(-c3ccccc3)cc2-c2ccccc2)cc1,-3,4,7,1,0.98,-5,2,1,-8
CCC1CCCCN1CC(=O)c1ccc(OC(F)F)cc1 (centres undefined),5,1,1,0.95,0.93,-3,7,-3,-4
COc1cccc(N=Nc2c(O)[nH]c(=S)[nH]c2=O)c1,10,8,19,0.9,0.96,1,4,12,-1
O=C1C2CCN(CC2)[C@@H]1Cc1ccc2ccccc2c1O,7,-2,21,0.93,0.97,-5,3,1,-2
COC(=O)C1=C(c2ccc(F)cc2F)C[C@@H]2CC[C@H]1N2C(=O)N1CCC(O)CC1,-10,-4,12,1.1,0.91,-12,9,4,-5
C=C(C)Cn1c(=O)n(CC2CS2)c2ccccc21 (centres undefined),-8,3,4,1.1,1.1,-1,-11,1,-1
CC(=Nc1ccc2c(c1)CCC2)c1c(O)n(C2CCCCC2)c(=O)[nH]c1=O,21,-2,9,0.79,1.1,-3,-6,-1,-4
Cc1ccc(S(=O)(=O)Cc2ccc(C(=O)N3CCC4(CC3)OCCO4)o2)cc1,10,28,9,0.9,0.96,6,4,-1,-4
CN1C(=O)/C(=C/c2cccn2-c2ccc3ccccc3c2)C(=O)NC1=S,30,14,56*,0.7,0.98,16,2,-8,-4
O=C1CC2OCC=C3CN4CCC56c7cc([N+](=O)[O-])ccc7N1C5C2C3CC46 (centres undefined),9,-2,-14,0.91,0.87,-5,13,1,-2
CC(C)OP(=O)(OC(C)C)C(NCc1ccccc1)c1ccccc1 (centres undefined),7,2,4,0.93,0.91,-11,9,0,4

(further entries)
molecule,mIAP inh,A3A deaminase,NALP3 yeast inh,mIAP act,hIAP activ,A3G deaminase,hIAP inh,SENP1 FRET inh,MIN6 prolif
O=c1[nH]c(=S)[nH]c(O)c1N=Nc1ccc(SC(F)F)cc1,22,-3,15,0.78,0.81,-4,19,14,-4
CC(=O)O[C@@H]1CC[C@]2(C)C3CC[C@]4(C)C(=O)[C@H](O)CC4C3[C@@H](OC(C)=O)C[C@H]2C1 (some centres undefined),10,1,26,0.9,0.98,10,2,1,-1
CCN(CC)c1ccc(N=Cc2c(O)n(-c3cc(OC)ccc3OC)c(=O)[nH]c2=O)cc1,-2,-5,19,1,1.3,-2,-32,-22,-6
Cc1ccc2c(c1)c(=O)c1c3n2CCN(CC2CO2)C3CC1 (centres undefined),4,-2,16,0.96,1.3,-5,-29,-61,-3
CC(=NCC1CCCO1)c1c(O)n(-c2ccccc2)c(=O)[nH]c1=O (centres undefined),-16,-15,8,1.2,1.1,2,-11,0,0
O=C1CC(=O)N(c2cccc(Cl)c2)C(=O)N1,-13,-8,0,1.1,1.2,8,-19,-5,-1
COC(=O)C1=C(c2ccc(F)cc2OCc2ccccc2)C[C@@H]2CC[C@H]1N2C(=O)NCc1ccccc1Cl,-52,0,24,1.5,1.1,-7,-10,3,-6
COc1cccc(NC(=O)CN2CC(c3ccccc3)CC2=O)c1 (centres undefined),6,-5,4,0.94,0.73,-5,27,-3,-2
CCCCCCC(=O)N/N=C/c1c(O)n(CCCC)c(=S)[nH]c1=O,24,-1,44,0.76,1.1,0,-6,-18,-5
O=C(Nc1ccc2ccccc2c1)c1nn(C23CC4CC(CC(C4)C2)C3)cc1Br,-2,-1,-1,1,1.2,-7,-18,-3,-4
C[n+]1c(-c2ccccc2)cc(-c2ccc(Cl)cc2)cc1-c1ccccc1,-9,7,13,1.1,1,5,-2,3,-5
COc1ccc(NC(=O)c2cn(CCC#N)nc2-c2ccc(OC)c(OC)c2)cc1,4,1,10,0.96,1.1,-6,-6,-1,-1
C/C(=N\N=C(N)N)c1ccccc1,1,4,2,0.99,0.91,12,9,1,1
COc1ccc(N2C(=O)NC(=O)C(CCc3ccncc3)(CCc3ccncc3)C2=O)cc1,-1,-1,8,1,0.68,-3,32,1,-2
COc1ccc([N+](=O)[O-])cc1N=Cc1c(O)n(CCc2ccccc2)c(=O)n(C(C)C)c1=O,3,2,-8,0.97,0.95,-2,4,-21,2
CCCCC(CC)COC(=O)c1ccccc1C(=O)OCC(CC)CCCC (centres undefined),5,-1,23,0.95,1.1,-5,-14,-3,-7
CCN1CC=C(c2c[nH]c3ccccc23)CC1,-1,-4,8,1,1,-5,-2,-6,0
NS(=O)(=O)c1ccc(N=Cc2c(O)n(C3CCCCC3)c(=O)n(C3CCCCC3)c2=O)cc1,1,2,15,0.99,1.1,-2,-7,4,-5

Only part of the results is shown (hit frequency here may not be typical).
